14-3-3 PPI: modulators of 14-3-3 gamma protein binding, primary screen, biochemical, fluorescence polarization; 0.19% of 160,000 active; AID 422, 2006; 14-3-3 protein gamma (Homo sapiens), P61981; FP, 14-3-3gamma / TMR-pS259-Raf peptide binding; inhibition, % at 40 µM; in the data active = inhibition above about 30%;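 also: 0% = protein plus tracer without compound and 100% = blank with tracer alone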
Target sequence (P61981 whole entry, looked up): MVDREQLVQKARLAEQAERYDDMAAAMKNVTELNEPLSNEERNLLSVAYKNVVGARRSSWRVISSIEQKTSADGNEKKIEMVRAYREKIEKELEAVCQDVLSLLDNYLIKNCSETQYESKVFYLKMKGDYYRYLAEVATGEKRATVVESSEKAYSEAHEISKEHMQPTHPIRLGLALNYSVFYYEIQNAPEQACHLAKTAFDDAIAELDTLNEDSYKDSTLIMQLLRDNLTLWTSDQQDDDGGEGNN
* marks the source's active call; other numbers are inactive results; & = joins results of further samples. An excerpt (hit frequency here may not be typical).

canonical_smiles,14-3-3 PPI
O=C(CSc1n[nH]c(-c2ccccc2)n1)Nc1cccc2ccccc12,-3
CCOc1ccc(S(=O)(=O)N2CCSC2c2ccc3c4c(cccc24)CC3)cc1 (stereo not drawn),-8
COc1cccc(-c2nnc(Nc3nc4c(F)cccc4s3)o2)c1,11
CC(C)c1ccc(-c2cc(C(=O)O)c3cc(Br)ccc3n2)cc1,5
O=[N+]([O-])c1ccc(N2CCN(S(=O)(=O)c3ccccc3)CC2)cc1N1CCCC1,-18
O=C(CCN1C(=O)c2ccccc2C1=O)NCCC1=CCCCC1,-4
CCOC(=O)c1cnc(SCc2nc(N)nc(Nc3ccc(F)cc3)n2)nc1N,-3
COc1ccc(C=Nc2ccc(S(=O)(=O)Nc3ccccn3)cc2)c(OC)c1,-10
O=C(O)c1ccc(CN2CCN(Cc3ccc(C(=O)O)o3)CC2)o1,2
CCCCOc1ccc(CSc2n[nH]c(C)n2)cc1,-9
Cn1nnc(NC(=O)c2ccc(C(C)(C)C)cc2)n1,-11
CCOc1ccc2cc(C3CC(c4ccco4)=NN3S(=O)(=O)c3ccccc3)c(Cl)nc2c1 (stereo not drawn),-200
COc1ccc(C2C(C(=O)N3CCN(c4ccccn4)CC3)CCC(=O)N2c2ccc(OC)cc2)cc1 (stereo not drawn),1
CCn1cc(C(=O)N(C)c2cccc(C)c2)c2cc(OC)c(OC)cc2c1=O,-8
CCOC(=O)c1cnc2ccc(C(=O)OC)cc2c1NCCO,-108
Cc1nc2c(C(=O)NCCC3=CCCCC3)cnn2c(C)c1Cc1ccc(F)cc1,-1
CCn1c(SCCOc2ccc(Cl)cc2)nnc1-c1cccs1,1
Cc1ccc(C(C(=O)NCc2ccco2)N(CCc2ccccc2)C(=O)Cn2nnc3ccccc32)o1 (stereo not drawn),3
CCCCNC(=O)c1ccccc1NC(=O)c1ccccc1N(C)S(C)(=O)=O,2
CCCOc1ccc(C(=O)NCC2(c3ccccc3)CCOCC2)cc1,-3
CC1(C)CC(=O)C2=C(C1)NC1=C(C(=O)c3ccccc31)C2c1cccc(F)c1 (stereo not drawn),-68
Clc1ccc2c(c1)C1CC(c3cccnc3)=NN1C1(CCCCC1)O2 (stereo not drawn),-8
COc1ccc(-c2cc(C(=O)NCc3cccnc3)no2)cc1OC,-10
Cc1ccc2nc(-c3c[nH]c4ccccc34)c(NC3CCCC3)n2c1,-22
CC(C)C(=O)Nc1ccc([N+](=O)[O-])c(C(F)(F)F)c1,-6

Looked up one by one from above:
canonical_smiles,14-3-3 PPI
CCCCNC(=O)c1ccccc1NC(=O)c1ccccc1N(C)S(C)(=O)=O,2
Cc1nc2c(C(=O)NCCC3=CCCCC3)cnn2c(C)c1Cc1ccc(F)cc1,-1
Clc1ccc2c(c1)C1CC(c3cccnc3)=NN1C1(CCCCC1)O2 (stereo not drawn),-8
Cn1nnc(NC(=O)c2ccc(C(C)(C)C)cc2)n1,-11
CCOC(=O)c1cnc2ccc(C(=O)OC)cc2c1NCCO,-108

Next part.
canonical_smiles,14-3-3 PPI
CCC(C)NC(=O)COc1ccc(S(=O)(=O)N2CCOCC2)cc1 (stereo not drawn),-2
O=C(CCc1ccc(O)cc1)c1c(O)cc(O)cc1O,1
CC(C)=CCCC(C)N1CCCCC1 (stereo not drawn),-27
COc1cc2c(cc1OC)CN(C(=O)CCCN1C(=O)c3ccccc3C1=O)CC2,-9
CCOc1ccc2nc(NC(=O)CCNS(=O)(=O)c3cccc4nonc34)sc2c1,-8
Cc1cc(Cl)ccc1NC(=O)CN(Cc1ccccc1)S(=O)(=O)c1ccccc1,2
CCOC(=O)N1CCC(N2Cc3cccc(C(=O)Nc4ccc(OC)c(OC)c4)c3C2=O)CC1,-4
C=CCn1c(=O)c(C(=O)NCCNCC)c(O)c2ccccc21,0&0
CCC(C)[C@H](NC(=O)N1CCCC1)C(=O)O (stereo partly drawn),-7
CCC(=O)N1c2ccccc2[C@@H](N(C(C)=O)c2ccccc2)C[C@H]1C,6
COCCNc1c(-c2ccc(O)cc2)nc2ccc(Cl)cn12,-4
CC1=C(C(=O)OCc2ccc3c(c2)OCO3)C(c2ccccc2)NC(=O)N1 (stereo not drawn),2
COC(=O)c1c(NC(=O)CN2CCN(c3ccccc3OC)CC2)c2c(C)cccc2n1C,-6
NC(=O)C1CCN(c2nc(-c3ccccc3)nc3c2oc2ccccc23)CC1,-6
Cn1c(SC/C=C/c2ccccc2)nnc1-c1cnccn1,-6
O=C(CCn1c(=O)c2sccc2n(Cc2cc(=O)n3ccccc3n2)c1=O)NCc1ccco1,-7
O=C(NCC1(c2ccccc2)CCOCC1)c1ccccc1[N+](=O)[O-],-6
N[C@@H]1CONC1=O,1
CCCN1Cc2cccc(C(N)=O)c2C1=O,7
O=C(NCc1ccccn1)c1cn(CCc2ccccc2)nn1,-7
COc1ccccc1NC(=O)Cn1cnc2sc(C(=O)N3CCC(C)CC3)c(C)c2c1=O,5
CCCC(=O)C1=C(O)C(C(=O)OC)C(C)(C)CC1=Nc1ccncc1 (stereo not drawn),-19
COCCn1c(=NC(=O)CSCC(=O)Nc2cc(C)on2)sc2cc(C(=O)OC)ccc21,0
Cc1ccccc1NC(=O)c1cc2c(ccc3ccccc32)oc1=N,-1
Cc1nc(N)[nH]c(=O)c1CCC(=O)OCC(C)C,-3&-3
O=C(CSc1c2c(nc3ccccc13)CCC2)N1CCN(c2ccccc2F)CC1,-15
C=CCn1c(-c2ccc(OC)cc2)csc1=Nc1ccc(Br)cc1,-2
COc1ccc(-c2nnc(Nc3ccc4c(c3)OCO4)c3ccccc23)cc1,1
CC(=O)c1cccc(NC(=O)c2cc3ccccn3n2)c1,-6
C=CCn1c(SCC(=O)Nc2ccc(OC)cc2)nnc1-c1cccnc1,-2
CC(=O)c1c(C)oc2cccc(NS(=O)(=O)c3ccccc3)c12,4
CCc1nnc(NC(=O)C2CCCN2C(=O)Nc2ccccc2OC)s1 (stereo not drawn),-3
COC(=O)[C@H](CCSC)NC(=O)NCc1cccs1,2
CC(C)C(=O)N1C2=C(C(=O)c3ccccc32)C(c2ccc(Cl)cc2)c2c1n(C)c(=O)n(C)c2=O (stereo not drawn),1
CCCCNC(=O)c1ccc2c(c1)N(Cc1ccccc1)C(=O)CS2,-3
CCCCCn1c(CN2CCN(C(=O)OCC)CC2)nc2c1c(=O)n(C)c(=O)n2C,-8
CCCCCSc1nc2n(n1)C(c1ccc(Br)cc1)C1=C(CCCC1=O)N2 (stereo not drawn),0
O=C(COC(=O)C1(c2ccc(F)cc2)CCCC1)N1CCOCC1,12
CCCCn1c(CNC(=O)c2cccs2)nc2ccccc21,-2
Nc1ccc[n+](Cc2ccccn2)c1,-3
Cn1nc(C(=O)OCCN2C(=O)c3ccccc3C2=O)c2ccccc2c1=O,-8
COC(=O)c1cc2ccsc2n1CC(=O)NCC1CCCO1 (stereo not drawn),-2
O=C(Nc1cccc2ccccc12)c1scc2c1CCCC2,0
Cc1nc(-c2cccc(-c3noc(C)n3)c2)no1,-6
CCn1c(=O)n(CC(=O)NC2CCCCC2)c(=O)c2ccccc21,-3
COc1cccc2cc(C(=O)NC(C)=O)c(=Nc3cccc(C)c3)oc12,0
CCOC(=O)c1sc2nc(CC(=O)OC)nc(NCC3CCCO3)c2c1C (stereo not drawn),-6
CSC(=O)CC(=O)NC(=O)c1ccccc1,-6
Cc1ccc(/C(O)=C2\C(=O)C(=O)N(c3nnc(C)s3)C2c2ccc(Br)cc2)cc1 (stereo not drawn),-12
Cc1cc(C)n(CC(O)Cn2c3ccc(I)cc3c3cc(I)ccc32)n1 (stereo not drawn),7

4 of these compounds in another layout.
C=CCn1c(-c2ccc(OC)cc2)csc1=Nc1ccc(Br)cc1
  14-3-3 PPI: -2

COc1ccc(-c2nnc(Nc3ccc4c(c3)OCO4)c3ccccc23)cc1
  14-3-3 PPI: 1

CC(=O)c1cccc(NC(=O)c2cc3ccccn3n2)c1
  14-3-3 PPI: -6

C=CCn1c(SCC(=O)Nc2ccc(OC)cc2)nnc1-c1cccnc1
  14-3-3 PPI: -2

(list continues)
canonical_smiles,14-3-3 PPI
O=C(Nc1ccc(NC(=O)c2cc([N+](=O)[O-])ccc2Br)cc1)c1ccc(Br)cc1,-18
COc1ccccc1N1C(=O)C2CC=CC(C)C2C1=O (stereo not drawn),-3
CCN(CC)c1cc(C)c2cc(NC(=O)Cc3cccc(C(F)(F)F)c3)ccc2n1,-3
Cc1ccc(-c2ccc(=O)n(CCC(=O)NC3CCCCC3C)n2)cc1 (stereo not drawn),-3
CCSc1nc2c(c(=O)[nH]1)C(c1cccnc1)C1=C(CC(C)(C)CC1=O)N2 (stereo not drawn),-6
CCOc1cc(C2C3=C(CC(C)(C)CC3=O)Nc3nc(-c4ccccc4)nn32)ccc1OCc1ccccc1 (stereo not drawn),0
O=C(Nc1c(C(=O)N2CCOCC2)cnn1-c1ccccc1)c1ccccc1,-4&6
Cc1cc(C(=O)NCc2ccccc2Br)no1,0
COc1ccccc1NC(=O)CSc1nnnn1Cc1ccccc1,-7
O=C(c1ccccc1)N1CCN(CC(O)COCC2CC=CCC2)CC1 (stereo not drawn),4
COc1ccc(C2CC(=O)C3=C(C2)Nc2ccccc2NC3c2cc(C)ccc2C)cc1 (stereo not drawn),-4
COc1ccc(C(=O)N2CC(=O)Nc3ccc(F)cc3C2c2ccccc2)cc1 (stereo not drawn),-1
Cc1ccc(-n2c(SCC(=O)Nc3ccccc3C(F)(F)F)nc3[nH]ncc3c2=O)cc1Cl,-2
O=C(NC1CCSC1=O)c1ccc(C(=O)NC2CCSC2=O)cc1 (stereo not drawn),2
N#Cc1cc([N+](=O)[O-])ccc1NCCn1c(=S)[nH]c2ccc(Cl)cc2c1=O,-1
COc1ccccc1N1CCN(C(=O)CSc2nc3ccccc3c(=O)n2Cc2cccs2)CC1,2
O=C(CSc1nnc(-c2ccco2)n1-c1ccccc1)N1CCOCC1,18
Cc1cccnc1NC(=O)NC(C)(C(F)(F)F)C(F)(F)F,-4
O=C(O)Cn1nc(-c2ccccc2)c2ccccc2c1=O,-3
CCOC(=O)c1nc(N)c(C(=O)OCC)[nH]1,-2
CCOC(=O)N1CCN(CC(=O)Nc2cc3c(cc2C(C)=O)OCO3)CC1,-3
CCOCCOC(=O)C1=C(C)NC2=C(C(=O)CC(c3ccc(Cl)cc3)C2)C1c1ccccc1F (stereo not drawn),-5
CCOc1ccc2c(c1)c(C(C)=O)c(C)n2-c1ccc(OC)cc1,1
Cc1cc(NC2CCCCC2)nc2ccccc12,-3
Cc1cccc(NC(=O)CCS(=O)(=O)c2cc(Br)cc3c2N(C(=O)C2CC2)CC3)c1,-4
Cc1cc(C)n(C/C=C/Cn2nc(C)cc2C)n1,-8
O=C(NCCCc1ccccc1)c1ccc(Br)o1,10
Cc1ccccc1NS(=O)(=O)c1ccc2c(c1)C1C=CCC1C(c1ccc(C(=O)O)cc1)N2 (stereo not drawn),-233
CCOC(=O)C(Cc1ccc([N+](=O)[O-])cc1)N1C(=O)c2ccccc2C1=O (stereo not drawn),-10
CCC(C)(C)n1nnnc1C(c1ccccc1F)N1CCC(C(N)=O)CC1 (stereo not drawn),-1
COC(=O)Nc1ccc(OC)c(OC)c1,-4
Cc1ccccc1-n1c(-c2ccncc2)n[nH]c1=S,-2
Fc1ccc(Nc2nc(NCc3ccco3)c3ccccc3n2)cc1,-19
COC(=O)c1cc(=O)n(Cc2ccco2)c(=Nc2ccc(F)c(Cl)c2)s1,-1
O=C(Nn1cnnc1)c1ccncc1,1
O=C(Nc1ccc2c(c1)CCC2)c1cnccn1,-61
CN1CCN(c2ccccc2C(=O)C2c3ccccc3C(=O)N3CCc4ccccc4C23)CC1 (stereo not drawn),-1
O=C(N1CCOCC1)N1CCC(NC(=O)C23CC4CC(CC(C4)C2)C3)CC1,4
COC(=O)c1ccc(C(=O)OC)c(NC(=O)c2ccc3c(c2)OCO3)c1,-145
CCc1ccccc1NC(=O)C1(S(=O)(=O)c2ccc(C)cc2)CC1,0
O=C1CCCC2=C1C(c1cccc(Br)c1)Nc1ccc(C(=O)c3ccccc3)cc1N2 (stereo not drawn),-2
CN(C(=O)c1cc2c(=O)oc3ccccc3c2s1)c1ccc(Cl)cc1,1
O=c1c2c(-c3ccccc3)csc2nc2c3ccccc3c(NCC3CCCO3)nn12 (stereo not drawn),-32
COc1ccccc1Oc1c(C)oc2c(CN3CCN(CCO)CC3)c(O)ccc2c1=O,4
O=C(NCCCN1CCOCC1)c1cc(Sc2ccc(Cl)cc2)nc2ccccc12,-8
COC(=O)C1=C(C)NC2=C(C(=O)CC(c3ccccc3)C2)C1c1ccccn1 (stereo not drawn),10
COc1ccc(-n2c(=O)[nH]c3cc(C(=O)NCCc4ccccc4)ccc3c2=O)cc1OC,-3
CC(C)CNC(=O)c1cccc(C(=O)NCC(C)C)c1,10
O=[N+]([O-])c1ccc(Nc2ccc(Cl)cc2)c2nonc12,-143
COc1cccc(C2C=C(c3ccc(Cl)cc3)Nc3ncnn32)c1OC (stereo not drawn),-2
Cc1ccc(-n2nnc3c(SCC(=O)N4CCN(c5ccccc5)CC4)ncnc32)cc1,1
Cc1noc(C)c1S(=O)(=O)N1CCC(C(=O)NCCCN2CC(C)CC(C)C2)CC1 (stereo not drawn),-5
COc1ccc(C2SCC(=O)N2c2c(C)n(C)n(-c3ccccc3)c2=O)c(OC)c1 (stereo not drawn),-8
